PhoP inhibition: inhibitors of PhoP regulon expression, primary screen, Salmonella Typhimurium, GFP reporter (AID 1863) | S. Typhimurium PhoP-regulated promoter GFP reporter, 4 h; higher % means a stronger effect | inhibition, % at 50 µM, or IC50 in µM where a hit was titrated | 0.16% of 300,000 active;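 active = inhibition over 29.93%, a cutoff 3 SD above the screen mean, later confirmed by dose response; inconclusive = inhibition over 29.93% but no dose response follow-up; inactive = inhibition at most 29.93% or unconfirmed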;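 note: 0% = low Mg2+ inducing control and 100% = high Mg2+ repressing control; strong numbers were not always called active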
NOD1 inhibition: inhibition of NOD1-driven NF-kB reporter – cell-based, luminescence, uHTS, primary screen (AID 1578); 1% of 290,000 active; inhibition, % at 4 µM; hits with a dose series show EC50 in µM; NOD1-driven NF-kB luciferase reporter cells, luminescence; higher % means a stronger effect; in the data active = inhibition mostly above about 36%, no sharp cut-off; inactive = mostly below about 34%;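 note: HEK-293T reporter cells stimulated with the NOD1 agonist gamma-tri-DAP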
KOR beta-arrestin-1: KOR agonists, beta-arrestin recruitment, primary screen, cell-based, luminescence, uHTS (AID 1777); KOR beta-arrestin recruitment, luminescence; higher % means a stronger effect; activation, % at 10 µM, or EC50 in µM where a hit was titrated; 0.02% of 280,000 active; in the data active = activation above about 50%, passing the limit was not always enough; note: a part of the inactive calls stands beside numbers as strong as those of hits
NOD2 inhibition: inhibition of NOD2-driven NF-kB reporter – cell-based, luminescence, uHTS, HEK293 (AID 1566); one-dose inhibition, % at 4 µM; EC50 in µM for titrated hits; 0.63% of 290,000 active; HEK293 NOD2/NF-kB luciferase reporter, luminescence; higher % means a stronger effect; note: many of its hits are not listed in these tables
KOR beta-arrestin-2: KOR antagonists, beta-arrestin recruitment, cell-based, luminescence, uHTS (AID 1778); KOR beta-arrestin recruitment, luminescence, antagonist mode; higher % means a stronger effect; inhibition, % at 10 µM, or IC50 in µM where a hit was titrated; 0.091% of 290,000 active; note: strong numbers were not always called active
LYP inhibition: PTPN22 lymphoid phosphatase activity blockers – biochemical, fluorescence intensity, uHTS (AID 1779) | recombinant LYP phosphatase, fluorescence intensity; higher % means a stronger effect | inhibition, % at 11.5 µM, or IC50 in µM where a hit was titrated | 0.054% of 290,000 active;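 note: plate controls were vehicle with enzyme for no effect and no enzyme for full effect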
Myeloid diff MLP: compounds promoting myeloid differentiation | ER-HoxA9 myeloid progenitors, lysozyme-GFP differentiation, flow cytometry | calls only at 10 µM | 1% of 360,000 active;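 active = normalized GFP-positive differentiation at or above the plate's own cutoff, the solvent-only control mean plus 3 SD; inconclusive = no clear call, values can overlap the other calls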;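 note: cells exposed to compound for four days before flow analysis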
HIV fusion peptide: inhibitors of HIV fusion peptide binding, primary screen, biochemical, uHTS, fluorescence dequenching (AID 1986); cell-free peptide binding, fluorescence dequenching, 30 min; higher % means a stronger effect; inhibition, % at 20 µM, or IC50 in µM where a hit was titrated; 0.3% of 290,000 active; in the data active = inhibition mostly above about 52%, no sharp cut-off; inactive = mostly below about 76%; note: some results filed as inactive read as strong as hits
Siah-1 displacement: blockers of Siah-1 interaction with plectin peptide – biochemical, fluorescence polarization, rhodamine-plectin, uHTS, primary screen (AID 1817); Siah-1 / rhodamine-plectin peptide fluorescence polarization; higher % means a stronger effect; one-dose displacement, % at 20 µM; IC50 in µM for titrated hits; 0.02% of 290,000 active;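 active = displacement of at least 50% at 20 µM, with a fluorescence ratio check between 0.3 and a set limit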;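 note: plate controls were Siah plus tracer with DMSO for no effect and tracer alone without Siah for full effect; strong numbers were not always called active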
Myeloid diff MLP GFP+ MAC1+ %: second read-out of Myeloid diff MLP, no call of its own (marks repeat the call); GFP+ MAC1+ double positive, %; measured here: differentiation confirmed by MAC1 staining
Active calls of the source: *; i = inactive; ? = inconclusive; · = not tested or not shown; + = active, no number; [ ] = another dose, or the depositor's remark. Cut-off read from the data, not from the text of the source, unless noted: active = inhibition above about 50%; inactive = the rest.

Molecule | PhoP inhibition | NOD1 inhibition | KOR beta-arrestin-1 | NOD2 inhibition | KOR beta-arrestin-2 | LYP inhibition | Myeloid diff MLP | Myeloid diff MLP GFP+ MAC1+ % | HIV fusion peptide | Siah-1 displacement
CCCS(=O)(=O)N1CCN(c2ccccn2)CC1 | -4% | -5% | -1.2% | 10% | -9% | 1% | i | 0.5 | 2.6% | -2%
CC1=C(C(=O)Nc2ccc(C)cc2C)C(c2ccc([N+](=O)[O-])cc2)n2ncnc2N1 (stereo not given) | 0% | 2% | 1.6% | 9% | -10% | -1% | i | 0.8 | -3.1% | 5%
CCOc1ccc(N/C(=N/c2nc(C)cc(C)n2)NC(=O)CC)cc1 | -6% | -12% | 1.4% | 12% | 10% | -2% | i | 0.2 | -0.3% | -1%
Cc1ccccc1C(=O)Nc1nc(SCc2ccc(Cl)cc2)n[nH]1 | -7% | -12% | 7.9% | -7% | -22% | 2% | i | 0.4 | 0.8% | 2%
N#Cc1ccc(-c2csc(NC(=O)/C=C/c3cccs3)n2)cc1 | -11% | -37% | 4.2% | 12% | -105% | -6% | + | 4.2* | 0.9% | 2%
COc1ccccc1OCC(O)CN1C(=O)NC(C)(C)C1=O (stereo not given) | 4% | -15% | -2.6% | -6% | -27% | 0% | i | 1.2 | 1.5% | -2%
Cc1cc(Br)cc(/C=N/NC(=O)c2ccc3c(c2)OCO3)c1O | 4% | -17% | 1.3% | 20% | -83%[20 µM] | -3% | ? | · | 12% | 14%
CCCC(=O)n1nc(-c2ccccc2)nc1SC | -6% | -21% | -2.4% | -1% | 25% | -5% | i | 0.6 | 3.2% | 15%
Cc1ccccc1N1CCN(C2CCCN(C(=O)c3cc(C(C)C)[nH]n3)C2)CC1 (stereo not given) | -2% | -18% | -2.5% | -8% | -2% | -2% | · | · | 1.5% | 6%
O=C(NCCCOc1cccc(CN2CCCCC2)c1)c1ccc(Cl)c(Cl)c1 | -4% | -34% | 2.7% | 7% | 0% | -3% | i | 0.0 | 2.0% | -1%
CN1CCN(C(=O)c2ccccc2-c2nc(-c3ccc(Cl)cc3)no2)CC1 | -6% | -27% | 2.2% | 2% | 34% | -7% | i | 0.7 | -1.2% | 4%
Cc1cc(C)cc(N(CC(=O)NC2CCC(C)CC2)S(=O)(=O)c2c(C)noc2C)c1 (stereo not given) | 21% | 10% | -0.2% | 0% | -2% | 0% | i | 3.4 | 0.0% | -3%
Cc1oc(-c2ccccc2Cl)nc1CS(=O)CC(=O)NCCc1ccccc1 (stereo not given) | 0% | 3% | 0.7% | -6% | 8% | -3% | i | 0.0 | 3.7% | 2%
NS(=O)(=O)c1ccc(NC(=O)COC(=O)c2cc(Cl)ccc2[N+](=O)[O-])cc1 | -5% | -12% | -3.6% | -19% | 8% | -5% | i | 0.6 | 1.6% | 1%
CC(C)(C)N1C(=O)[C@H]2[C@@H](c3ccc(Br)cc3)N3C(=O)N(c4cccc(Br)c4)C(=O)[C@@]3(Cc3ccccc3)[C@H]2C1=O | · | -12% | -1.0% | -34% | -23%[20 µM] | -2% | i | 3.5 | -1.7% | -1%

Next section; it opens with the 3 that closed the last part.
Molecule | PhoP inhibition | NOD1 inhibition | KOR beta-arrestin-1 | NOD2 inhibition | KOR beta-arrestin-2 | LYP inhibition | Myeloid diff MLP | Myeloid diff MLP GFP+ MAC1+ % | HIV fusion peptide | Siah-1 displacement
Cc1oc(-c2ccccc2Cl)nc1CS(=O)CC(=O)NCCc1ccccc1 (stereo not given) | 0% | 3% | 0.7% | -6% | 8% | -3% | i | 0.0 | 3.7% | 2%
NS(=O)(=O)c1ccc(NC(=O)COC(=O)c2cc(Cl)ccc2[N+](=O)[O-])cc1 | -5% | -12% | -3.6% | -19% | 8% | -5% | i | 0.6 | 1.6% | 1%
CC(C)(C)N1C(=O)[C@H]2[C@@H](c3ccc(Br)cc3)N3C(=O)N(c4cccc(Br)c4)C(=O)[C@@]3(Cc3ccccc3)[C@H]2C1=O | · | -12% | -1.0% | -34% | -23%[20 µM] | -2% | i | 3.5 | -1.7% | -1%
CCCC(NC(=O)c1c(C)noc1C)C12CC3CC(CC(C3)C1)C2 (stereo not given) | -6% | -1% | 3.9% | 10% | -21% | -4% | i | 1.1 | -1.3% | -5%
O=C(N/N=C/c1c[nH]c2ccccc12)c1ccc(Cl)cc1 | 6% | 0% | -4.0% | -4% | 16% | -8% | i | 0.3 | -1.3% | 5%
Cc1ccc(C)c(C(=O)COC(=O)CNS(=O)(=O)c2ccccc2)c1 | -3% | 0% | 0.8% | 18% | 14% | -5% | i | 1.3 | -0.4% | 3%
Cc1cccc(OCCCC(=O)O)c1 | -3% | -2% | 3.3% | -2% | 30% | -4% | i | 1.1 | 1.6% | 3%
CC(C)C[C@H](N)c1cn([C@@H](CCCCN)C(=O)N2CCNCC2)nn1 | -1% | -27% | 0.4% | 8% | 8% | -6% | i | 0.9 | -0.7% | 7%
COc1ccc(/C=C2\CN(Cc3ccccc3)C/C(=C\c3ccc(OC)cc3)C2=O)cc1 | 31% | 23% | 7.0% | -3% | -10% | 8% | i | 1.3 | 1.5% | -5%
CCN(C(=O)CN1CCN(S(=O)(=O)c2ccccc2C(F)(F)F)CC1)c1c(N)n(Cc2ccccc2)c(=O)[nH]c1=O | -9% | -22% | 3.4% | 8% | 9% | -4% | i | 0.7 | 0.8% | 5%
COC(=O)CCCC1=CC2=C(c3ccccc3)C(=O)C(C)(OC(=O)C3CCCC3)C(=O)C2=CN1CCCCO (stereo not given) | -4% | -9% | -2.3% | 13% | 18% | -7% | i | 1.1 | -3.4% | 17%
CCc1nn2c(N3CCOCC3)cc(C)nc2c1-c1ccc(F)cc1 | 5% | 4% | -1.1% | 13% | -48% | 1% | i | 1.1 | -2.6% | -2%
Cc1cc(Cl)ccc1NC(=S)NCc1ccccc1 | 5% | -17% | -3.2% | -6% | -12% | 0% | i | 0.7 | -1.9% | 6%
Nc1nc(-c2ccc3ccccc3c2)c(C2(O)C(=O)Nc3c(Br)cc(F)cc32)s1 (stereo not given) | 2% | -5% | 0.6% | 7% | -14% | -6% | i | 9.6 | 1.4% | 0%
NNC(=O)CNC(=O)c1cccc(Br)c1 | 5% | 4% | 1.6% | 8% | -10% | -5% | i | 2.0 | 6.4% | 6%
CC(C)C(=O)N1CCN(S(=O)(=O)c2ccc3ccccc3c2)CC1 | -5% | 6% | 3.0% | -3% | -14% | -9% | i | 1.1 | 0.8% | 0%
O=C1N(c2ccc(Cl)c(Cl)c2)CN(Cc2ccccc2)CN1n1cnnc1 | -8% | -20% | -2.1% | -3% | 19% | -3% | i | 2.1 | 0.8% | 3%
Cc1nn2c(N3CCN(c4ccccn4)CC3)cc(C(C)C)nc2c1-c1ccccc1 | -4% | 29% | -6.4% | 22% | 17% | -6% | i | 0.8 | -1.2% | -1%
CCCOc1ccc(C2C(C(=O)OC)=CN(CCOC)C=C2C(=O)OC)cc1 | 3% | -24% | -0.4% | -15% | -1% | -6% | i | 1.7 | 1.9% | -6%
Cn1c(-c2cccc([N+](=O)[O-])c2)cnc1NCc1cccc([N+](=O)[O-])c1 | -1% | -4% | 4.4% | 21% | 15% | -8% | i | 0.5 | -1.4% | 2%
CN(C)S(=O)(=O)c1ccc(C(=O)NCC(=O)N/N=C/c2ccco2)cc1 | -2% | -25% | -4.8% | 10% | -2% | -6% | i | 0.2 | -0.7% | -4%
Cc1cc(C)c(-c2csc(Cc3nc(-c4cc5ccccc5oc4=O)cs3)n2)cc1C | -18% | 49% | 0.6% | 41% | 18% | 5% | i | 0.8 | 18% | 20%
COc1ccc2cc3cc(C(=O)Nc4ccc5c(c4)OCO5)oc3nc2c1 | 6% | 2% | 5.5% | -18% | -45% | -1% | i | 0.6 | 0.1% | 1%
C=CCc1ccc(OCCOCCNCCCC)c(OC)c1 | 3% | 5% | 2.1% | -20% | -26% | -6% | i | 0.3 | -4.0% | 5%
COC(=O)Cn1ncc(N2C3CC(CC(C)(C)C3)C2C)c(Cl)c1=O (stereo not given) | -7% | -40% | 0.2% | -6% | -14% | -4% | i | 0.3 | 1.1% | -4%
COc1ccccc1-c1nnc(NC(=O)C(C)C)s1 | -1% | -63% | -1.6% | -6% | -22% | 3% | i | 1.6 | 1.3% | 1%
Cc1noc(C)c1C(=O)OC(C(=O)NC1CCCC1)c1ccc(F)cc1 (stereo not given) | -6% | -8% | 5.7% | 8% | -23% | -8% | i | 1.5 | -0.1% | -1%
Cc1ccc(NC(=O)NCc2nc3ccccc3n2C)cc1 | 13% | -20% | -1.9% | 2% | -12% | -12% | i | 1.0 | -1.1% | 0%
Cc1ccc(NC(=O)CCS(=O)(=O)c2cc3c(cc2Cl)NC(=O)CO3)cc1 | -1% | -5% | 2.7% | 16% | -17% | -12% | i | 5.5 | -1.0% | -2%
NC(=O)COc1ccccc1 | -2% | -5% | 1.2% | -9% | 21% | -4% | i | 0.6 | -0.1% | 14%
COc1ccccc1NS(=O)(=O)c1cc2c(cc1C)NC(=O)CO2 | · | -4% | -4.2% | 18% | -17%[20 µM] | -7% | i | 0.7 | -1.1% | -2%
COc1cc2nc(SCC(=O)NCc3ccco3)n(Cc3ccc(Cl)cc3)c(=O)c2cc1OC | 4% | -27% | 1.0% | -5% | -29% | -3% | i | 0.9 | 0.5% | 6%
Cc1cccc(/C=N/NC(=O)c2cc3c(s2)-c2ccccc2CC3)c1 | -9% | 14% | 11% | -25% | -65% | 6% | i | 0.2 | 0.3% | 0%

Next part:
compound | PhoP inhibition | NOD1 inhibition | KOR beta-arrestin-1 | NOD2 inhibition | KOR beta-arrestin-2 | LYP inhibition | Myeloid diff MLP | Myeloid diff MLP GFP+ MAC1+ % | HIV fusion peptide | Siah-1 displacement
CN(CCCC(=O)N1CCCC(C(N)=O)C1)S(=O)(=O)c1ccc(F)cc1 (stereo not given) | 5% | -19% | -4.7% | -18% | -6% | -7% | i | 0.6 | -0.7% | -5%
COc1ccc(/C=N/NC(=O)Cc2n[nH]c(=O)[nH]c2=O)cc1 | -1% | -7% | 1.4% | 5% | 0% | 1% | i | 0.5 | 0.6% | -2%
Cc1cc(-c2nn(-c3ccccc3F)cc2CN2CCN(c3ccncc3)CC2)c(C)s1 | 10% | -9% | 1.5% | 14% | -24% | -10% | i | 2.9 | -0.5% | 14%
O=C(Nc1cc(=O)[nH]c2nc(-c3ccccc3)nn12)c1ccc(Cl)cc1 | -8% | -3% | -6.3% | -6% | 15% | 4% | · | · | 2.1% | 2%
CC(NC(=O)c1ccccc1)c1ccc(Br)cc1 (stereo not given) | 1% | -23% | -3.9% | 10% | 7% | -3% | · | · | 0.6% | 5%
CS(=O)(=O)N1CCN(CCN2C(=O)c3cccc4cccc(c34)C2=O)CC1 | -7% | 8% | 4.1% | 8% | -13% | -7% | i | 0.2 | 0.2% | -4%
CCc1cccc(C)c1NC(=S)NCc1cccn1C | 38% | 20% | 17% | 2% | 0% | -5% | i | 0.6 | 0.3% | -2%

Bioassay records as filed in PubChem.

This is a subset; count on the stated rates, not on these rows.
